ERK EGF inh – EGF-driven ERK pathway inhibition; HEK293-V1b, EGF-stimulated phospho-ERK AlphaScreen; Potency, µM (series often up to 11.5 µM), inactives show at the highest dose activity change, negative = inhibition, actives largely listed as inhibitors; 0.41% of 130,000 active; AID 1454; active = well fitted inhibition curve with a large enough effect; inconclusive = small, poorly fitted or top-dose-only effect, or effect the other way;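 note: plate controls were stimulated vehicle wells for no effect and unstimulated vehicle basal for full effect; nearly all actives have a fitted effect of over 55% in size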
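Readout: AlphaScreen signal for phosphorylated ERK in lysed HEK293 cells stably expressing V1b. Stimulus 25 nM EGF, 5 min, following 30 min compound exposure. Data scaled to DMSO basal and full EGF activation.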
An asterisk follows results filed as active; ? = inconclusive; [ ] = dose if it differs, or a comment. Potency is the fitted concentration of half-maximal effect. Some of the compounds tested. The share of hits here may be higher or lower than overall.

SMILES	ERK EGF inh
CCCOc1ccc(N2C(=O)CC(N(CCc3ccc(OC)cc3)C(=O)c3ccccc3)C2=O)cc1 (configuration not stated)	-3.3%[57.5 µM]
CCOc1ccccc1NS(=O)(=O)c1cn(C)nc1C	-6.3%
Nc1ccc(C(=O)Nc2cccc(N)c2)cc1	-1.9%[57.5 µM]
O=C(CC1C(=O)NCCN1Cc1ccc(F)cc1)NCCCn1cccn1 (configuration not stated)	8.1%
CSc1nc2ccc(NC(=O)c3c(F)cccc3F)cc2s1	5.4%
O=C(c1cccc2ccccc12)C1CCCN(C(=O)C2CCOCC2)C1 (configuration not stated)	-17.2%[57.5 µM]
COc1ccc(Cn2c(=O)[nH]c3cc(C(=O)NCCCOC(C)C)ccc3c2=O)cc1	18.2%
CC(NC(=O)c1ccc(Br)o1)c1ccccc1 (configuration not stated)	-5.5%
O=C(NN1CCCCC1)c1ccccc1	2.5%
Cc1nnc2ccc(-c3cccc(NS(C)(=O)=O)c3)nn12	0.0%
C/C(=N\NC(=O)CCCC(=O)O)c1c(-c2ccccc2)c2cc(Cl)ccc2[nH]c1=O	-5.8%[57.5 µM]
CC(C)=N/N=C(\c1cccc([N+](=O)[O-])c1)C12CN3CN(CN(C3)C1)C2	6.9%
Cc1cc([N+](=O)[O-])ccc1NC(=O)c1ccc(NC(=O)C(C)C)cc1	-2.0%
CC(C)c1ccc(N(CC(=O)NCC2CCCO2)C(=O)Cn2nnc(-c3cccs3)n2)cc1 (configuration not stated)	-8.6%
COc1ccc(-c2csc(NC(=O)c3ccc(N4C(=O)CCC4=O)cc3)n2)cc1	?
Cc1c(-c2ccc(Br)cc2)[n+](=O)c2c(n1[O-])CCCC2	-1.6%
COc1ccc(C(=O)NC(C(=O)NCC2CCCO2)C(C)C)cc1 (configuration not stated)	1.7%
COC(=O)/C=C/C(=O)N1CCN(c2ccccc2)CC1	16.9%
COC(=O)CCn1c(C)cc(C(=O)COc2ccccc2C(N)=O)c1C	?
CC(=O)N1CCN(C(=S)NC(=O)C23CC4CC(CC(C4)C2)C3)CC1	-1.3%
CCCCC(CC)CNC(=O)c1cc2ccccc2c(=O)o1 (configuration not stated)	-14.3%
CN(C)CCCN(C(=O)c1sc2ccccc2c1Cl)c1nc2c(F)cccc2s1	-1.0%
Cc1ccc(S(=O)(=O)c2ccc(Cl)cc2)cc1S(=O)(=O)NC(C(=O)O)C(C)C (configuration not stated)	0.8%
O=C(CN1C(=O)NC2(CCCCC2)C1=O)Nc1ccc2c(c1)CCC2	-3.5%
COc1ccc(COc2ccccc2C(=O)NCc2ccccc2)cc1F	?
COc1ccccc1-c1c(C#N)c(N)nc2c1CCc1ccccc1-2	4.6%
COC(=O)c1cnn(-c2ccccc2)c1N	27.0%[57.5 µM]
CN(C)c1ccc(NS(=O)(=O)c2cccc(Cl)c2)cc1	-4.7%
Cc1ccsc1/C=N/N=C1\C(=O)Nc2ccccc21	0.6%
Cc1ccn2c(Nc3ccccc3C)c(-c3ccncc3)nc2c1	1.3%
Cc1ccccc1NC(=O)Cn1c(=O)n(CC2CCCO2)c(=O)c2ccccc21 (configuration not stated)	4.9%
CC(=O)Nc1ccc(Sc2ccccc2C(=O)N2CCCC2)cn1	-5.7%
Cc1ccc(CN(CC(=O)NC(C)(C)C)C(=O)CNC(=O)c2cccs2)cc1	3.8%
COc1ccc(N/N=C(\C#N)C(N)=O)cc1	-1.5%
CC(C)C[C@@H](CC(=O)N[C@@H](CCC(=O)O)CC(=O)O)NC(=O)[C@@H]1CCCC[C@H]1NC(=O)C[C@@H](NC(=O)C[C@H](Cc1c[nH]c2ccccc12)NC(=O)[C@@H]1CNCC[C@H]1N)C(C)C	-10.3%
CC(C)(C)NC(=O)COc1ccc(CNCc2ccccn2)cc1	-9.3%
COc1ccc(CCNC2=CC(=O)N(c3ccc(F)cc3)C2=O)cc1	-1.1%
Cc1ccccc1OCCn1cc(C(=O)O)c2ccccc21	-3.0%
C=CCn1c(CSCc2ccc(Cl)cc2Cl)nnc1SCC(=O)Nc1ccc(C(=O)O)cc1	-1.7%[57.5 µM]
COc1ccc(OC)c(CC(NC(C)=O)C(=O)NC2CCN(c3nnnn3-c3ccccc3)CC2)c1 (configuration not stated)	4.1%[57.5 µM]
O=C(O)c1cccc(S(=O)(=O)Nc2ccc(O)c(Sc3nc4ccccc4s3)c2)c1	-14.8%
COCCn1c(=O)c(-c2ccc(F)cc2)nc2cncnc21	10.0%
O=C(N/N=C\c1c(O)ccc2ccccc12)c1ccc(Cn2cccn2)o1	-13.9%
Cc1ccc(C2=[N+]([O-])C(C)(C)N(O)C2(C)C)cc1	3.4%
Cc1ccc(NC(=O)CCN2C(=O)CSC2=O)cc1	4.7%
CCOC(=O)c1ccc(N2C(=O)CC(N3CCN(C(=O)c4ccccc4)CC3)C2=O)cc1 (configuration not stated)	-4.0%
C(=N\Nc1nc2ccccc2[nH]1)/c1ccc2c(c1)OCO2	?
O=C(c1cnccn1)N1CCC2(CC1)CN(c1ccncc1)C2	-10.1%
O=C(Nc1ccccc1)c1ccccc1CCc1ccccc1	-14.3%[57.5 µM]
C/C(=N/OCO/N=C(\C)c1ccccc1)c1ccccc1	?
N/C(=N\OC(=O)Cc1ccc([N+](=O)[O-])cc1)c1cccc(Br)c1	-13.4%
CCOC(=O)C1CCN(Cc2ccc(F)cc2)CC1	2.6%
CCOc1ccccc1NC(=O)[C@@H](NC(=O)c1cccc(S(=O)(=O)N2CCOCC2)c1)C(C)C	1.0%
COC(=O)C1=NNCC12CC(=O)N(c1ccc(Br)cc1)C2=O (configuration not stated)	-3.6%
CC(C)c1ccc(NC(=O)CSc2ncccc2C(=O)Oc2cccc([N+](=O)[O-])c2)cc1	-8.8%
Clc1nc(Nc2ccc(N3CCOCC3)cc2)c2ccccc2n1	?
CCOC(=O)C(NC(C)=O)C(=O)Nc1ccc(C(C)(C)C)cc1 (configuration not stated)	7.5%
CCOc1ccc(C(=O)NC2=NCCS2)cc1	-2.1%
O=[N+]([O-])c1cc(CN2CCN(c3ccccc3)CC2)c(O)c2ncccc12	?
Cc1onc(-c2c(F)cccc2Cl)c1C(O)c1ccc(F)cc1 (configuration not stated)	-2.2%[57.5 µM]
Next part:
SMILES	ERK EGF inh
Cc1ccc(CSc2ncnc3onc(C)c23)cc1	-2.1%[57.5 µM]
O=C(NC(=S)NNC(=O)c1ccccc1[N+](=O)[O-])c1ccccc1	9.4%
Cc1ccc(-n2cc(-c3ccccc3)c3c(NN4CCOCC4)ncnc32)cc1	7.0%
CC(C)(C)c1ccc(OCCCC(=O)Nc2ccc(S(N)(=O)=O)cc2)cc1	-6.1%[57.5 µM]
O=C(COC(=O)c1cncc(Br)c1)NCc1ccc2c(c1)OCO2	6.9%
CCN(CC)S(=O)(=O)c1ccc(C(=O)NCCSc2c[nH]c3ccccc23)cc1	-1.4%
CCCc1nc2ccccc2c(C(=O)OCC(=O)NCc2ccc3c(c2)OCO3)c1CC	-3.0%
CC(C)n1cc(CN2CCN(CCc3ccccc3)C(CCO)C2)cn1 (configuration not stated)	6.1%
Cc1cc2c(cc1C)NC(CC(=O)NCc1ccccc1)C(=O)N2 (configuration not stated)	-5.3%
CCC(C)C(NC(N)=O)C(=O)Nc1ccc(S(=O)(=O)Nc2ccc(OC)cc2)cc1 (configuration not stated)	2.4%[57.5 µM]
O=C(O)/C=C/c1cnc2ccccc2n1	-1.7%
Cn1nc(C(F)(F)F)c(-c2cccc(C(F)(F)F)c2)c1NC(=O)c1cccnc1	-5.3%[57.5 µM]
O=C(NC1CCN(Cc2ccccc2)CC1)c1ccc(S(=O)(=O)NCc2ccco2)cc1	?
O=C(c1cc(NC(=O)C23CC4CC(CC(C4)C2)C3)cc(NC(=O)C23CC4CC(CC(C4)C2)C3)c1)N1CCCCC1	1.1%
CCN(CC)c1ccc(C(=O)OCC(=O)Nc2sccc2C#N)cc1	-3.5%
Cc1cccc(N2CCN(C(=S)Nc3ccc4nc5n(c(=O)c4c3)CCCCC5)CC2)c1C	-6.3%
Cc1c(NC2(C#N)CCCCC2)c(=O)n(-c2ccccc2)n1C	1.1%
COc1ccc(Oc2ncc3nc(C)c(=O)n(CCc4ccccc4)c3n2)cc1	3.7%
CN(C)c1nc(NC(C)(C)C)nc(SCC(=O)Nc2ccccc2)n1	3.3%
Clc1ccc(-c2cc(COc3ccccc3)on2)cc1	4.0%
Cn1c(=O)nc2n(Cc3ccccc3)c3cccc(Cl)c3cc-2c1=O	0.6%
Cc1ccc(NNC2CC(=O)N(c3cccc(Cl)c3)C2=O)cc1 (configuration not stated)	1.4%
CCOc1ccc(NC(=S)N(CC)Cc2ccccc2)cc1	-3.5%
CCO/C=C1\N=C(c2ccc(F)cc2)OC1=O	-13.6%
COC(=O)[C@H]1[C@H]2C[C@@H]3c4[nH]c5cc(OC)ccc5c4CCN3C[C@H]2C[C@@H](OC(=O)c2ccc(N)cc2)[C@@H]1OC	-13.3%[57.5 µM]
CN(CC(=O)Nc1sccc1C#N)Cc1ccccc1	14.4%
CCOc1ccc(CN2CCN(Cc3[nH]c4ccc(OC)cc4c3C)CC2CCO)cc1 (configuration not stated)	-2.5%
CCOC(=O)C1C(c2ccc(O)c(O)c2)NC(=S)NC1(O)C(F)(F)F (configuration not stated)	6.2%
Cc1ccc(S(=O)(=O)N2CCN(CC(=O)N/N=C/c3ccco3)CC2)cc1	-5.8%
COCCCN(C(=S)Nc1c(C)cc(C)cc1C)C(C)c1ccccn1 (configuration not stated)	-5.2%
Cn1c(N)c(C(=O)COC(=O)c2cncc(Br)c2)c(=O)n(C)c1=O	-2.4%
O=C(NC1CC1)C1CCN(C2CCN(C(=O)/C=C/c3cccs3)CC2)CC1	1.8%
CCOC(=O)/C=C/C(=O)NNC(=O)c1ccccc1Cl	-5.3%
COc1ccc(COC(=O)N/N=C(\C)CC(=O)NCc2ccc(Cl)cc2)cc1	2.1%
O=C(COC(=O)/C=C/c1ccccc1[N+](=O)[O-])Nc1ccc(OC(F)F)cc1	4.5%
Nc1nc(NCc2ccccc2)nc(NCCO)c1[N+](=O)[O-]	-1.8%[57.5 µM]

Reprinted from above (3 entries):
SMILES	ERK EGF inh
COC(=O)/C=C/C(=O)N1CCN(c2ccccc2)CC1	16.9%
COC(=O)CCn1c(C)cc(C(=O)COc2ccccc2C(N)=O)c1C	?
CC(=O)N1CCN(C(=S)NC(=O)C23CC4CC(CC(C4)C2)C3)CC1	-1.3%

(next part)
SMILES	ERK EGF inh
O=C(CCCCn1c(=S)[nH]c2ccsc2c1=O)NCc1ccc2c(c1)OCO2	-3.0%
COC(=O)C(C(=O)OC)[C@@H](NC=O)c1ccccc1	-3.8%
CCN(CC)c1ccc(N/C(N)=N/c2nc(C(F)(F)F)cc(=O)[nH]2)cc1	-6.3%
CC(=O)Nc1ccccc1NS(=O)(=O)c1ccccc1[N+](=O)[O-]	-3.4%
O=C(NN=C1C2CC3CC1CC(Cl)(C3)C2)c1cccs1	15.8%
O=C(CCN1C(=O)c2cccc3cccc(c23)C1=O)NCC1CCCO1 (configuration not stated)	-10.1%[57.5 µM]
Cc1c(NC(=O)CN2C(=O)NC(CCc3ccccc3)C2=O)c(=O)n(-c2ccccc2)n1C (configuration not stated)	5.8%
CCCCCC(=O)c1ccc(O)cc1O	2.2%
Fc1ccc(C2CC(c3cccs3)=NN2c2ccccc2)cc1 (configuration not stated)	?
O=S(=O)(Nc1cccc(Oc2cnccn2)c1)c1ccc(F)cc1	-3.9%
Cc1ccc(NC(=O)Nc2cc(S(C)(=O)=O)ccc2Cl)cc1	12.9%[57.5 µM]
Fc1ccccc1CSc1nnc(-c2cccnc2)o1	-2.2%

Five entries drawn at random from the list so far:
SMILES	ERK EGF inh
CN(CC(=O)Nc1sccc1C#N)Cc1ccccc1	14.4%
CCN(CC)S(=O)(=O)c1ccc(C(=O)NCCSc2c[nH]c3ccccc23)cc1	-1.4%
CCOc1ccc(CN2CCN(Cc3[nH]c4ccc(OC)cc4c3C)CC2CCO)cc1 (configuration not stated)	-2.5%
Cc1ccc(CSc2ncnc3onc(C)c23)cc1	-2.1%[57.5 µM]
COc1ccc(-c2csc(NC(=O)c3ccc(N4C(=O)CCC4=O)cc3)n2)cc1	?

Next records:
SMILES	ERK EGF inh
CCc1ccc2c(CSc3nnnn3C)cc(=O)oc2c1	-0.2%[57.5 µM]
O=C(COC(=O)c1cccs1)NC12CC3CC(CC(C3)C1)C2	-2.5%
COc1cc(CCC(=O)Nc2cc(C)cc(C)c2)cc(OC)c1OC	-1.7%
O=C(CN(CCc1ccccc1)S(=O)(=O)c1ccc(Cl)cc1)N/N=C/c1ccccc1C(=O)O	4.4%
CC(C)(O)CCCC(C)(O)c1ccc(C(=O)O)cc1O (configuration not stated)	-3.5%[57.5 µM]
COc1ccc(-c2nn(-c3ccccc3)cc2/C=N/NC(N)=S)cc1OC	2.1%
O=C(COC(=O)Cc1ccc(Br)cc1)Nc1c(F)c(F)c(F)c(F)c1F	-1.5%
Cc1cccc(C(=O)Oc2ccc(/C=N/NC(=O)Cc3ccc([N+](=O)[O-])cc3)cc2)c1	4.1%
CCC1C(=O)CC(c2ccc([N+](=O)[O-])cc2)NC1c1ccc([N+](=O)[O-])cc1 (configuration not stated)	-0.6%
O=C1CC(N2CCN(c3ccccc3)CC2)C(=O)N1c1ccc2c(c1)OCO2 (configuration not stated)	-6.9%
COc1ccc(CN2C(=O)CS/C2=N/N=C/c2ccccc2)cc1	?
COCCCNS(=O)(=O)c1ccc(C)cc1	-3.0%

Part of the list above, set out differently.
Compound | ERK EGF inh
CC(C)(O)CCCC(C)(O)c1ccc(C(=O)O)cc1O (configuration not stated) | -3.5%[57.5 µM]
COCCCNS(=O)(=O)c1ccc(C)cc1 | -3.0%
COc1ccc(-c2nn(-c3ccccc3)cc2/C=N/NC(N)=S)cc1OC | 2.1%

Source: PubChem BioAssay
